ALOX12 inh: blocks human arachidonate 12S-lipoxygenase; P18054; purified 12hLO, xylenol orange hydroperoxide absorbance; Potency, µM (titrated, usually from 108 µM), for inactives: top-dose activity change, negative = inhibition, usual class: inhibitors; actives 1.1% (n = 580,000); AID 1671190; active means well fitted inhibition curve with a large enough effect; inconclusive means small, poorly fitted or top-dose-only effect, or another doubt; inactive means no such curve, though single readings can be large or run the other way
Target sequence (P18054 whole entry, looked up): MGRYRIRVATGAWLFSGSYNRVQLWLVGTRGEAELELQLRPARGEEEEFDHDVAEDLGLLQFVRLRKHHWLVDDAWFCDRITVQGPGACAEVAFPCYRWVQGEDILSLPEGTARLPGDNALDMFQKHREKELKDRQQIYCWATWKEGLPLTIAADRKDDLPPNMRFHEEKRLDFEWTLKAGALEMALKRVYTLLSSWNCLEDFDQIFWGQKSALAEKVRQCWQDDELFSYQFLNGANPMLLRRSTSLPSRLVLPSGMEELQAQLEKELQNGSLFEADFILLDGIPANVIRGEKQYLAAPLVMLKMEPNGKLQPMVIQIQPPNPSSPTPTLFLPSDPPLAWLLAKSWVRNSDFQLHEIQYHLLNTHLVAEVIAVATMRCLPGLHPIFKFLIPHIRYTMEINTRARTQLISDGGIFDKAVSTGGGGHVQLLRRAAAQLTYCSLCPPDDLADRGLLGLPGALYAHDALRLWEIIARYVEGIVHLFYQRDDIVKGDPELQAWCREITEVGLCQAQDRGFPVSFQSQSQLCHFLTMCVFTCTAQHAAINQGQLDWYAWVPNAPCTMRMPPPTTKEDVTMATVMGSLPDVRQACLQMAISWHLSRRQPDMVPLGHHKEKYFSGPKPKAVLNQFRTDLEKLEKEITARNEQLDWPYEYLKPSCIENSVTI
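Purified human 12hLO at 150 nM in 25 mM Hepes, 0.01% Triton X-100, pH 7.0, preincubated 15 min at room temperature with compound. Reaction started with 40 uM arachidonic acid, 30 min at room temperature. Hydroperoxide measured by Fe-xylenol orange, 573/405 nm absorbance ratio.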
An asterisk follows results filed as active; u = inconclusive; & = joins results of further samples; [ ] = remark or other dose. On the % scale 0 is the no-effect control and ±100 the full control effect; potency means the concentration at half of the fitted maximal effect.

SMILES	ALOX12 inh
O=C(NCC1CCCO1)c1ccc(Cn2ccn3nc4c(c3c2=O)CCCC4)cc1 (stereo unspecified)	-15.5%
O=C(Nc1ccc(F)cc1F)N1CCOC[C@H](Oc2ccc(C(F)(F)F)cn2)C1	36.5%[activator][176 µM]
Cc1nn(C(=O)CCCC(=O)N2CCC(c3nc(C4CCOCC4)no3)CC2)c2ccccc12	32.1%
O=[S+]1([O-])NCC2(CCCN(Cc3cccc(C(F)(F)F)c3)C2)Oc2ncccc21 (stereo unspecified)	4.0%[6.33 µM]
COc1ccc(-c2nc3c(c(=O)[nH]2)CCN(S(=O)(=O)c2cccc4cccnc24)C3)cc1	32.8%[activator]
CCCc1ccc(CN2CCC(c3nnc(Cn4ccnc4)n3C3CC3)CC2)o1	17.7%
CC1(c2ccccc2)N(Cc2ncccn2)C(=O)OC12CCN(C(=O)Cc1ccc3c(c1)OCO3)CC2 (stereo unspecified)	-18.6%
Cc1cc(C)cc(N2CCC(NC(=O)c3ccc(Cl)s3)C2=O)c1 (stereo unspecified)	u
Cc1nnc(-c2cc(-c3cccnc3)ccn2)n1-c1ccccc1	14.0%[176 µM]
O=c1c2c(nc3cc(-c4ccccc4)[nH]n13)CN(S(=O)(=O)c1cccs1)CC2	19.5%
CN1CC(=O)N(C2CCC2)Cc2c1ncnc2N1CCCCC1	0.9%[6.33 µM]
CCOc1cccc(CN2CCc3nc(N4CCN(C)CC4)[nH]c(=O)c3CC2)c1	9.7%
CC(C)CC(=O)N1C(C(=O)NCC2CCCO2)COC12CCC(C)CC2 (stereo unspecified)	28.2%
COc1ccc(NC(=O)c2cc(-c3ccc[nH]3)n[nH]2)cc1OC	22.8%
COC[C@H]1CCCN1Cc1nc(C2(O)CCN(Cc3ccc(F)cc3)CC2)cs1	u
Cc1cnc(CN2CC3(CCCN(C(=O)c4cscn4)C3)CCC2=O)cn1 (stereo unspecified)	21.0%
COc1ccc(-c2noc(C(=O)O)c2[C@@H](C)NS(=O)(=O)c2ccccc2)cc1	24.3%[176 µM]
O=C1OCC2(CCN(Cc3ccc4c(c3)CCO4)C2)N1Cc1ccccc1 (stereo unspecified)	56.2µM*
CCOc1ccc(C(=O)N2CCC3(CCCNC3=O)C2)cc1Cl (stereo unspecified)	18.2%
CCN1C(=O)C2(CCN(C(C)=O)CC2)c2ccccc21	8.3%
O=C(Cc1cccs1)NC1CCN(c2cc(C(F)(F)F)ncn2)CC1	1.9%
CCc1nncn1C1CCN(C(=O)c2cc(F)ccc2F)CC1	17.1%
COc1cc(-c2cn(C)c(=O)n3cc(CNc4ccccc4)nc23)ccn1	2.6%[176 µM]
O=C(NC1CCCCC1)C1CN(C(=O)c2ccc(C(F)(F)F)cc2)CC12CCOCC2 (stereo unspecified)	9.4%
COc1ccc(C2(C(=O)N3CCCN(C(=O)C4CC4)C(c4ccccc4)CC(=O)NCC3)CC2)cc1 (stereo unspecified)	59.2%[activator]
CC(C)C(=O)N1C[C@@H](Oc2ccccc2)C[C@@H]1C(=O)N1CCOCC1	34.6%
Cn1nc(C(=O)N2CCn3nc(Cc4ccccc4)cc3C2)ccc1=O	0.9%
COCCN1CC(Cc2ccccc2C(=O)NC(C)C)CC1=O (stereo unspecified)	44.6%[activator]
OCC1CN(c2ncccn2)CC12CCN(Cc1ccncc1)CC2 (stereo unspecified)	-4.6%
Cc1nc(C)c(C(=O)N2CCCN(Cc3ccncc3)C(c3ccccc3)CC(=O)NCC2)s1 (stereo unspecified)	13.2%

Compounds above that contain a Cl atom (two):
SMILES	ALOX12 inh
Cc1cc(C)cc(N2CCC(NC(=O)c3ccc(Cl)s3)C2=O)c1 (stereo unspecified)	u
CCOc1ccc(C(=O)N2CCC3(CCCNC3=O)C2)cc1Cl (stereo unspecified)	18.2%

Later entries.
SMILES	ALOX12 inh
CN1CCC(N2CCN(S(=O)(=O)Cc3ccccc3)CC2)C1=O (stereo unspecified)	37.7%[activator]
O=C(CSC1CCc2ccccc21)NNC(=O)Nc1ccc(Cl)cc1 (stereo unspecified)	6.2%
CN(Cc1ccccn1)C(C(=O)O)c1cnn(Cc2ccccc2)c1 (stereo unspecified)	83.1%[activator]
O=C1N(CCc2ccccc2)c2ccccc2C12CCN(Cc1ccncc1)C2 (stereo unspecified)	53.0%&64.8%[activator]
COC1CCN(CC2CCCCCN2C(=O)CCCc2ccccc2)CC1 (stereo unspecified)	28.9%
O=C(Nc1ccnn1C1CCN(CCO)CC1)c1ccccc1Cl	-7.8%
COCCN1C(=O)[C@H]2CN(Cc3cc(F)c(F)cc3F)C[C@H]2C1=O	43.5%[activator]
CNC(=O)[C@@H]1C[C@H](Oc2cccnc2)CN1C(=O)c1cc(C)n(C)n1	55.0%[activator]
O=C(Cn1c(=O)oc2ccccc21)NC1CCc2nn(CC3CC3)c(=O)n2CC1 (stereo unspecified)	27.3%
O=C1c2cnc(-c3ccoc3)nc2OCCN1Cc1ccc(F)cc1F	-7.4%[176 µM]
CN(C)c1cccc(Nc2cc3c(cn2)CN(Cc2ccccc2)CCN3)c1	u
CCCCCCCCN1C(=O)[C@@H](CC(=O)N2CCN(C(=O)OCC)CC2)C[C@@]2(C(=O)OC)C1=C[C@H](COCc1ccccc1)O[C@@H]2C	-6.4%
CC(C)c1nc(NC(=O)Cn2nc3c(cc2=O)CCCC3)n[nH]1	3.6%
C[C@H](O)[C@@H]1CN2CCc3c([nH]c4c(-c5ccc6c(c5)OCO6)cccc34)[C@@H]2C[C@@H]1N(C)C(=O)NC1CCCCC1	u
COCCNC(=O)[C@H]1C[C@H](Oc2ccccc2)CN1C(=O)c1ccco1	5.7%
O=C(NCCc1cccs1)C1CN(S(=O)(=O)c2cccnc2)CC12CCCCC2 (stereo unspecified)	46.7%[activator]
Cc1ccc(CN2CCc3nc(C(=O)NCc4ccccc4)oc3CC2)o1	0.9%[176 µM]
CC1(O)CCCN(c2ncc(C(C)(C)C(=O)O)c(N3CCOCC3)n2)C1 (stereo unspecified)	u
COc1cc2c(cc1OC)C(CNC(=O)c1ccc(Cl)cc1)N(C(=O)Nc1cccc(F)c1)CC2 (stereo unspecified)	-2.8%
Cc1cccc(C(=O)N2CCN(C3CCN(C)C3=O)CC2)c1 (stereo unspecified)	23.8%

Three compounds already listed, arranged by number of heavy atoms, rising.
SMILES	ALOX12 inh
CC(C)c1nc(NC(=O)Cn2nc3c(cc2=O)CCCC3)n[nH]1	3.6%
COCCNC(=O)[C@H]1C[C@H](Oc2ccccc2)CN1C(=O)c1ccco1	5.7%
COc1cc2c(cc1OC)C(CNC(=O)c1ccc(Cl)cc1)N(C(=O)Nc1cccc(F)c1)CC2 (stereo unspecified)	-2.8%

Next compounds follow:
SMILES	ALOX12 inh
CN(C)c1ccc(-c2noc(-c3nc(-c4ccc5c(c4)OCO5)no3)n2)cc1	32.5%
C=CCC1(C(=O)O)CCCN(Cc2cnc(NCc3ccccc3)nc2)C1 (stereo unspecified)	16.2%
CC(C)c1nnc(C2CN(C(=O)C3CCCC3)CC23CCOCC3)o1 (stereo unspecified)	34.5%
CC(C)(C)S(=O)(=O)N1Cc2cc(CO)ccc2[C@H]1CCO	-66.6%
Cc1cnc(C(=O)N[C@@H]2CN(C3CCOCC3)C[C@H]2CN(C)C)cn1	147.0%[activator]
COc1ccccc1C(=O)N1CCC(CC(=O)NCc2ccccc2)C1 (stereo unspecified)	12.6%
COc1ccc(C(=O)N2CCC(Oc3ccc(C(=O)N4CCOCC4)cn3)CC2)cc1	30.9%[activator]
O=C(c1ccc2c(c1)OCO2)N1CCCC2(CC(c3cccc(C(F)(F)F)c3)=NO2)C1 (stereo unspecified)	-4.7%[6.33 µM]
CNc1nccc(N2CCC(CC(=O)O)CC2)n1	10.9%
C=CCNC(=O)O[C@@H]1CC(C(=O)N[C@@H](Cc2ccc(OC)cc2)C(N)=O)=C[C@@H](NC(=O)c2ccc(OC)cc2)[C@H]1O	28.0%
CCn1nccc1C(=O)N1CCCC(c2noc(COc3ccccc3)n2)C1 (stereo unspecified)	42.5%[activator]
CC(C)C1CN(C(=O)c2ccccc2-c2ncc[nH]2)CCC(=O)N1CC1CC1 (stereo unspecified)	12.9%
CCn1nccc1C(=O)N1CCc2ncnc(N3CCOCC3)c2CC1	2.3%
Cc1cc(N/C(=C\C(=O)c2ccccc2)c2ccccc2)ccc1Br	-7.0%
CC(C)(C)NC(=O)N1CCCCCCNC(=O)[C@@H]2C[C@@H](C(=O)N3CCN(c4ccccn4)CC3)C[C@@H]21	51.0%[activator]
CC1(c2ccccc2)N(Cc2ccccc2)C(=O)OC12CCN(Cc1c[nH]c3ccccc13)CC2 (stereo unspecified)	44.7µM*
Cc1ccccc1CC(=O)NC1CCN(c2cc(-c3ccccc3)[nH]n2)CC1	33.4%
CCN(C(=O)Cn1ccn2nc(-c3ccc(F)cc3)c(CO)c2c1=O)c1ccccc1	-10.5%
Cc1ccc(NC(=O)[C@@H]2CNC[C@H](C(=O)N3CCN(CCO)CC3)C2)cc1	-2.7%
Cc1ccc(-c2nnc(C3CN(C(=O)Cc4c(C)noc4C)CC34CCOCC4)o2)cc1 (stereo unspecified)	27.9%

3 of the compounds above, as labelled records.
compound: CC(C)C1CN(C(=O)c2ccccc2-c2ncc[nH]2)CCC(=O)N1CC1CC1 (stereo unspecified)
  ALOX12 inh: 12.9%

compound: CCn1nccc1C(=O)N1CCc2ncnc(N3CCOCC3)c2CC1
  ALOX12 inh: 2.3%

compound: Cc1cc(N/C(=C\C(=O)c2ccccc2)c2ccccc2)ccc1Br
  ALOX12 inh: -7.0%

Next part.
SMILES	ALOX12 inh
O=C(c1ccccc1F)N1CCCn2cc(-c3ccccc3F)nc21	40.2%[activator]
COc1cccc(C(=O)N2CCOc3ccc(CN4CCc5ccccc5C4)cc3C2)c1	48.7%[activator]
O=C(C1CCCN(C2CCN(c3nc4ccccc4o3)CC2)C1)N1CCSCC1 (stereo unspecified)	-0.8%
NC(=O)[C@H](CC1CCCCC1)NC(=O)[C@H]1CN(C(=O)C2CCNCC2)CCN1C(=O)N1CCOCC1	-3.9%
Cc1cc(C(F)(F)F)nn1CC(=O)N1CC(CO)C2(CCNCC2)C1 (stereo unspecified)	45.2%[activator]
COc1cccc(NC(=O)c2ccc3c(c2)NC(C)(CNc2ccccc2)CO3)c1 (stereo unspecified)	-9.0%[176 µM]
CC[C@H]1CN(C(=O)c2ccc(F)cc2)CC[C@H]1CC(=O)NC1CC1	9.4%[176 µM]
CC1(C)C[C@H](NCC2CCCCC2)[C@@]2(CCC(=O)N3CCCC3)CC[C@](C)(O)C[C@@H]12	-15.5%[176 µM]
O=C1NCCC[C@@H]1NC(=O)[C@H]1CN(C(=O)NC2CCCCC2)CCN1S(=O)(=O)c1ccc(F)cc1	-0.1%
O=C(Cn1nc2c(cc1=O)CCCCC2)NC1CCCC1	-15.5%
COC[C@H]1C[C@@H](NC2CCN(C(C)=O)CC2)[C@H](O)[C@@H]1O	-14.8%[176 µM]
CN(C(=O)C(C)(C)C)C1CCCc2ccccc21 (stereo unspecified)	78.0%[activator][365 µM]
O=C(c1ccccc1F)N1CCC12Cc1ccccc1NC2=O (stereo unspecified)	-3.3%[176 µM]
O=C(O)c1nn(CC2CC2)c2c1CN(C(=O)c1nccc3ccccc13)CC2	53.8%[activator]
O=c1n(-c2ccc(Cl)cc2)nc2n1CCN([S+](=O)([O-])c1cccs1)C2	8.9%[6.33 µM]
COc1ccccc1-c1[nH]ncc1CN1CCC2(CC1)CC(O)CCO2 (stereo unspecified)	26.3%
CC1=C[C@@H](CN2CCC(C(N)=O)CC2)[C@H](C(C)C)C[C@H]1Cc1nnc(C)o1	u
CS(=O)(=O)N1CCc2ccc(C(=O)N3CCN(Cc4ccc5c(c4)OCO5)CC3)cc21	17.6%
CS(=O)(=O)N1C[C@H]2CCN(C(=O)c3c(F)cccc3F)C[C@H]21	10.6%
O=C(CCSCc1ccccc1)N1C[C@@H](CN2CCOCC2)[C@@H](CO)C1	-0.2%
O=C1CCCN1CCCN1C(=O)[C@H]2CN(Cc3cccc(Cl)c3)C[C@H]2C1=O	50.5%[activator]
CC(C)N1CC2(C1)C(=O)N(Cc1ccccc1F)C(=O)[C@@H]1C[C@@H](O)CN12	-4.7%[176 µM]
CNC(=O)c1cccc(-c2cnc(Nc3ccncc3)c3c2CCO3)c1	31.6%[activator][176 µM]
COCCN1C(=O)N(C)C(=O)C12CCN(CCc1ccccc1)C2 (stereo unspecified)	u
CC(C)Cc1cc(C(=O)N2CCC3(CC2)Nc2ccccc2NC3=O)n[nH]1	17.2%
COCC(=O)NC[C@H]1OC[C@@H](N(Cc2ccncc2)Cc2ccncc2)[C@@H]1O	2.7%[176 µM]
CN1C(=O)[C@@H]2C[C@@H](CN2Cc2ccc3c(c2)OCO3)Oc2ccccc21	9.7%[176 µM]
COc1ccc(C(=O)N2CCCC(CO)CCNC(=O)CC2)cn1 (stereo unspecified)	15.8%
COc1cccc(C(=O)NC2CCN(c3cc(-c4cccs4)[nH]n3)CC2)c1	31.8%
CCOC(=O)C1(Cc2ccc(F)cc2F)CCCN(C(=O)c2c(C)nc3ncccn23)C1 (stereo unspecified)	4.7%
O=C(NCCc1ccc(F)cc1)c1cc(CN2CCOCC2)on1	8.2%
CCN1C(=O)CCN(C(=O)c2ccc(C)nc2)CC12CCOCC2	27.1%
COc1ccc(S(=O)(=O)N2CCC(n3cnnc3C3CC3)CC2)cc1	11.0%
O=C(Cc1cccc(Cl)c1)NC1CCN(c2cc(-c3cccs3)[nH]n2)C1 (stereo unspecified)	24.5%
O=C(Nc1ccc(F)cc1F)N1C[C@@H](F)[C@@H](OCc2nc3ccccc3[nH]2)C1	46.1%[activator][176 µM]
Cc1noc(-c2ccccc2)c1-c1ccccc1[N+](=O)[O-]	u

The list is partial; the hit share may differ from the screen's.
